# High-throughput results (PubChem BioAssay)
# Bcl-2 Bim block: human Bim-Bcl-2 interaction inhibition; 190,000 compounds, 0.06% hits; Bead-based flow cytometry, Bim peptide-Bcl-2 binding; P10415; inhibition, % at 10 µM; in the data active = inhibition above about 40%; inconclusive = no clear call, values can overlap the other calls;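 note: 0% = no compound wells with probe peptide and 100% = reference peptide inhibitor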
# Target sequence (P10415 whole entry, looked up): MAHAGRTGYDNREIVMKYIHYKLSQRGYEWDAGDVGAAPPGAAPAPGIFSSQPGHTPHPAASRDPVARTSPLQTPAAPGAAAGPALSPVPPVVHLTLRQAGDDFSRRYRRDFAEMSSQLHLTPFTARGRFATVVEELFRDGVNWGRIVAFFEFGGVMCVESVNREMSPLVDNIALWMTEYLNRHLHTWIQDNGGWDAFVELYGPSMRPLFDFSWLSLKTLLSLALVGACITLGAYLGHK
# HRas wt GTP bind: human HRas wildtype GTP binding, change in either direction. P01112. GST-Ras wt beads, Bodipy-FL-GTP binding, flow cytometry; actives lie on both sides. 190,000 compounds, 0.14% hits. GTP binding activity, % at 10 µM;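 active = GTP binding activity at least 20% away from the 100% baseline, either lowered as inhibitor or raised as activator; inconclusive = flagged as likely green fluorescent, judged across all proteins in the well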;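 note: 0% = unlabeled GTP competition control and 100% = no-compound control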
# Target sequence (P01112 whole entry, looked up): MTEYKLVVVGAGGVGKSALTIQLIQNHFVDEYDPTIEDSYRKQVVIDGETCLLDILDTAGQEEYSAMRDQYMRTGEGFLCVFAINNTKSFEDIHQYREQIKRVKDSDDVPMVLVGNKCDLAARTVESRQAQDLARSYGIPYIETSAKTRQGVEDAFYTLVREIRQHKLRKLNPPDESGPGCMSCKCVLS
# Rab2 wt GTP: changes GTP binding to wildtype dog Rab2A, up or down | 190,000 compounds, 0.19% hits | P61105 | GST-Rab2 wt beads, Bodipy-GTP binding, flow cytometry | GTP binding activity, % at 10 µM;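 active = GTP binding activity at least 20 points away from 100%, either lowered or raised; inconclusive = signal likely due to the compound's own green fluorescence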;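 note: 0% = beads with excess unlabeled GTP and 100% = no-compound control corrected for plate trend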
# Rac1 wt GTP bind: alters GTP binding to wildtype human Rac1; GST-Rac1 beads, fluorescent GTP binding, flow cytometry; actives lie on both sides; 0 = cold GTP competed, 100 = untreated; P63000; AID 757; 190,000 compounds, 0.27% hits; GTP binding activity (% of control), % at 10 µM;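 active = GTP binding activity at least 20 points away from the 100% control level, either lower or higher; inconclusive = compound flagged as likely green fluorescent, judged across all proteins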
# Bcl-XL Bim block: disrupts Bim peptide binding to human Bcl-XL. bead flow cytometry, fluorescence. AID 1007. 190,000 compounds, 0.04% hits. inhibition, % at 10 µM
# Bim-Bcl-B: human Bim-Bcl-B interaction inhibition | AID 951 | bead-based flow cytometry, Bim peptide-Bcl-B binding | inhibition, % at 10 µM | 190,000 compounds, 0.073% hits | Q9HD36;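 note: 0% = tracer peptide without compound and 100% = reference inhibitor peptide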
# Target sequence (Q9HD36 whole entry, looked up): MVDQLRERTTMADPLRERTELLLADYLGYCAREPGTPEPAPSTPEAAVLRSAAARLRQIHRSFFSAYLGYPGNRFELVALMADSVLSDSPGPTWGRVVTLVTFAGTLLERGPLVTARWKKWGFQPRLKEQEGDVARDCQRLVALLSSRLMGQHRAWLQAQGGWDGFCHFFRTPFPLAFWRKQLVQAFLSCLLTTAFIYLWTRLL
# Bim-Bfl-1: inhibitors of Bim-Bfl-1 interaction, human; inhibition, % at 10 µM; Bead-based flow cytometry, Bim-Bfl-1 binding inhibition; 190,000 compounds, 0.12% hits; Q16548;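 note: 0% = wells without compound plus tracer and 100% = blocker peptide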
# Bim-Bcl-W: disrupts Bim peptide binding to human Bcl-W. inhibition, % at 10 µM. Q92843. 190,000 compounds, 0.02% hits. bead-based flow cytometry;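 note: 0% = bound tracer without compound and 100% = peptide blocker; higher means less fluorescent Bim peptide bound to Bcl-W beads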
# Target sequence (Q92843 whole entry, looked up): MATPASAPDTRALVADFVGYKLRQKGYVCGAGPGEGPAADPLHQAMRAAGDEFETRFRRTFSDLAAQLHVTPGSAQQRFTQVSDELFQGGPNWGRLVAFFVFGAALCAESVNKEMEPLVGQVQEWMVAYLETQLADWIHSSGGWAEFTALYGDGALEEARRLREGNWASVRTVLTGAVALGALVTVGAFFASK
# Cdc42 wt GTP: modulators (inhibitors or activators) of GTP binding to human Cdc42 wildtype | percent activity (GTP binding), % at 10 µM | P60953 | 190,000 compounds, 0.2% hits | GST-Cdc42 beads, Bodipy-GTP binding, flow cytometry; actives lie on both sides;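 active = percent activity GTP binding at least 20 points away from the 100% baseline, either down as inhibitor or up as activator; inconclusive = compound flagged as likely green fluorescent from well-wide comparison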;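 note: median bead fluorescence of bound Bodipy-FL-GTP at 100 nM; 0% = excess unlabeled GTP control and 100% = no compound control; below 100% means less GTP binding so inhibitor and above means activator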
# Target sequence (P60953 whole entry, looked up): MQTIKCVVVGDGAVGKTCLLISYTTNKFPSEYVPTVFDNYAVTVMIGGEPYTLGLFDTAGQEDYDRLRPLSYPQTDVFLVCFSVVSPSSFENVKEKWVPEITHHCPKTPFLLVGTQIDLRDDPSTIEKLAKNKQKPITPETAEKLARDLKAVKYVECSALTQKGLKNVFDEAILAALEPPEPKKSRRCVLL
# Rab7 wt modul: alters GTP binding to wildtype dog Rab7. GTP binding activity (percent of control), % at 10 µM. 190,000 compounds, 0.055% hits. AID 758. GST-Rab7 beads, fluorescent GTP binding, flow cytometry; actives lie on both sides; untreated = 100%, excess cold GTP = 0%;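 active = fluorescent GTP binding to Rab7 beads changed by at least 20 points from the 100% baseline, either direction, mostly lower; inconclusive = compound itself probably fluorescent, or too few beads counted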;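 note: median green fluorescence of bound Bodipy-FL-GTP per Rab7 bead population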
# Rac1 act GTP bind: human Rac1 activated mutant GTP binding change. P63000. GST-Rac1 activated beads, fluorescent GTP binding, flow cytometry; actives lie on both sides; 100% means binding = to untreated wells. percent activity (GTP binding), % at 10 µM. 190,000 compounds, 0.11% hits. AID 764;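 active = GTP binding at least 20 percentage points away from the 100% baseline, in either direction, so actives lie on both sides; inconclusive = Compound likely fluorescent itself, or too few beads counted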
# * hit, by the source's call; ? = inconclusive. Cut-off read from the data, not from the text of the source, unless noted: active = inhibition above about 40%. Hits appear at their usual frequency. About 0.62% of those tested had a hit in this group.
# Order of results: Bcl-2 Bim block	HRas wt GTP bind	Rab2 wt GTP	Rac1 wt GTP bind	Bcl-XL Bim block	Bim-Bcl-B	Bim-Bfl-1	Bim-Bcl-W	Cdc42 wt GTP	Rab7 wt modul	Rac1 act GTP bind
CCN(C(=O)COC(=O)/C=C/c1cnc2ccccc2n1)c1ccccc1
    -3.0	103.0	98.0	102.0	0.0	-6.0	-8.0	0.0	99.0	104.0	96.0
Cc1c(Cl)cccc1NC(=O)NCc1ccncc1
    0.0	97.0	94.0	99.0	3.0	-1.0	-6.0	0.0	97.0	95.0	95.0
Cc1csc(NC(=O)c2cc(C)oc2C)n1
    -11.0	100.0	100.0	104.0	-7.0	-9.0	-8.0	-3.0	101.0	100.0	99.0
CCOc1cc(CNC(C)(C)CO)cc(Br)c1OCc1ccc(Cl)cc1Cl
    -4.0	102.0	101.0	105.0	-1.0	0.0	-2.0	0.0	101.0	100.0	98.0
CCc1nc2ccccc2c(C(=O)OCC(=O)NCCCN2CCCC2=O)c1C
    -6.0	101.0	100.0	104.0	-5.0	-7.0	-12.0	1.0	100.0	99.0	100.0
CC(=O)N1N=C(c2cccs2)CC1c1cccs1 (stereo not given)
    0.0	98.0	97.0	99.0	0.0	1.0	-3.0	0.0	96.0	104.0	96.0
COc1ccc(-c2nnc(SC(C)C(=O)Nc3nccs3)n2Cc2ccccc2)cc1OC (stereo not given)
    -5.0	100.0	98.0	98.0	-3.0	-2.0	-1.0	-4.0	96.0	100.0	95.0
O=C(Nc1ccccc1C(=O)N/N=C/c1ccc(F)cc1)c1ccccc1Br
    -6.0	106.0	107.0	106.0	-7.0	0.0	0.0	-2.0	108.0	105.0	103.0
CC(C)COc1ccc(CNC(=S)NCc2ccccc2)cc1
    0.0	99.0	99.0	99.0	0.0	-2.0	-2.0	-2.0	98.0	100.0	97.0
O=C(c1ccc(S(=O)(=O)c2ccccc2Cl)c([N+](=O)[O-])c1)N1CCCCCC1
    -4.0	101.0	98.0	105.0	-5.0	-4.0	-3.0	-2.0	104.0	97.0	98.0
COC(OC)c1ccnc(-c2ccc(OC(=O)c3cccs3)cc2)n1
    -2.0	99.0	101.0	101.0	-3.0	-3.0	-4.0	-2.0	103.0	100.0	97.0
CN(Cc1cnccn1)Cc1nc(Cc2ccccc2Cl)no1
    -1.0	99.0	101.0	97.0	-1.0	-2.0	-4.0	5.0	96.0	103.0	96.0
C=C(C)Cn1c(SCC(=O)O)nc2c1c(=O)[nH]c(=O)n2C
    0.0	102.0	103.0	108.0	-5.0	-6.0	0.0	-2.0	102.0	102.0	100.0
Cc1cc2cc(CCNC(=O)c3ccc(C)c([N+](=O)[O-])c3)c(=O)[nH]c2cc1C
    -4.0	103.0	103.0	108.0	-10.0	-15.0	0.0	-5.0	100.0	103.0	105.0
c1ccc2c(c1)Cn1c-2nc2ccccc21
    -2.0	103.0	101.0	102.0	-2.0	0.0	-2.0	-1.0	103.0	103.0	99.0
CCOC(=O)C1(CCc2ccccc2)CCN(C(=O)c2cccc(C)n2)CC1
    -2.0	95.0	95.0	96.0	-1.0	-3.0	-5.0	1.0	94.0	99.0	95.0
COc1ccc(S(=O)(=O)N2c3cc(C)ccc3OCC2C(C)(C)C)cc1 (stereo not given)
    -1.0	98.0	96.0	101.0	-1.0	-6.0	-6.0	3.0	97.0	95.0	97.0
N#CC1=C(N)SC(N)=C(C#N)C1CCc1ccccc1
    -13.0	95.0	95.0	91.0	-13.0	-17.0	0.0	0.0	93.0	94.0	92.0
O=C(O)C1=NOC(CNC(=O)c2ccccc2Cl)C1 (stereo not given)
    -3.0	100.0	98.0	95.0	-3.0	-3.0	-4.0	-2.0	93.0	105.0	95.0
Cc1cc2n(n1)SC(Nc1ccccc1)N2 (stereo not given)
    -3.0	98.0	101.0	100.0	-4.0	-3.0	-4.0	-5.0	98.0	99.0	98.0
CNC(=S)N(CCc1c(C)[nH]c2ccc(Cl)cc12)Cc1cc(OC)c(OC)c(OC)c1
    -2.0	99.0	99.0	100.0	-5.0	-4.0	2.0	-4.0	99.0	101.0	96.0
COc1ccccc1NC(=O)CSc1nc(N)c(-c2ccccc2)c(=O)[nH]1
    -4.0	95.0	96.0	93.0	-2.0	-2.0	-4.0	-2.0	94.0	97.0	93.0
CCN(CC)C(=O)Cn1c(=O)n(CCCCCC(=O)Nc2ccccc2)c(=O)c2sccc21
    -7.0	98.0	98.0	102.0	-6.0	-5.0	-7.0	-2.0	101.0	98.0	98.0
Cc1ccnc(NC(=O)CCC2COc3ccccc3O2)c1 (stereo not given)
    -2.0	96.0	95.0	95.0	-1.0	-6.0	0.0	-2.0	98.0	95.0	95.0
COc1ccccc1C(c1nnnn1CC1CCCO1)N1CCN(c2ccccc2)CC1 (stereo not given)
    1.0	97.0	102.0	100.0	0.0	0.0	-2.0	2.0	100.0	102.0	97.0
COc1ccc(/C(CC2(O)C(=O)Nc3ccccc32)=N\O)cc1 (stereo not given)
    -10.0	97.0	98.0	97.0	-8.0	-7.0	-11.0	-4.0	98.0	97.0	99.0
CN(C)c1nc(NCc2ccccc2)nc(N/N=C/c2cccc(Br)c2)n1
    -2.0	95.0	94.0	96.0	-2.0	-2.0	-2.0	-3.0	96.0	92.0	95.0
Cc1cc2nncn2c2ccccc12
    -2.0	101.0	100.0	104.0	-2.0	-3.0	-8.0	0.0	103.0	100.0	99.0
CC1(C)OC(=O)N(c2ccccc2)C12C=Cc1cc(Br)ccc1O2 (stereo not given)
    -2.0	101.0	98.0	106.0	-6.0	-1.0	-7.0	-5.0	99.0	100.0	98.0
O=C(c1ccc(S(=O)(=O)N2CCOCC2)cc1)N1CCCc2ccccc21
    -11.0	103.0	104.0	106.0	-7.0	-12.0	-19.0	-3.0	101.0	100.0	101.0

# Six entries picked at random from those above:
# Order of results: Bcl-2 Bim block	HRas wt GTP bind	Rab2 wt GTP	Rac1 wt GTP bind	Bcl-XL Bim block	Bim-Bcl-B	Bim-Bfl-1	Bim-Bcl-W	Cdc42 wt GTP	Rab7 wt modul	Rac1 act GTP bind
Cc1cc2cc(CCNC(=O)c3ccc(C)c([N+](=O)[O-])c3)c(=O)[nH]c2cc1C
    -4.0	103.0	103.0	108.0	-10.0	-15.0	0.0	-5.0	100.0	103.0	105.0
CNC(=S)N(CCc1c(C)[nH]c2ccc(Cl)cc12)Cc1cc(OC)c(OC)c(OC)c1
    -2.0	99.0	99.0	100.0	-5.0	-4.0	2.0	-4.0	99.0	101.0	96.0
CCOc1cc(CNC(C)(C)CO)cc(Br)c1OCc1ccc(Cl)cc1Cl
    -4.0	102.0	101.0	105.0	-1.0	0.0	-2.0	0.0	101.0	100.0	98.0
CC1(C)OC(=O)N(c2ccccc2)C12C=Cc1cc(Br)ccc1O2 (stereo not given)
    -2.0	101.0	98.0	106.0	-6.0	-1.0	-7.0	-5.0	99.0	100.0	98.0
CCOC(=O)C1(CCc2ccccc2)CCN(C(=O)c2cccc(C)n2)CC1
    -2.0	95.0	95.0	96.0	-1.0	-3.0	-5.0	1.0	94.0	99.0	95.0
COc1ccc(S(=O)(=O)N2c3cc(C)ccc3OCC2C(C)(C)C)cc1 (stereo not given)
    -1.0	98.0	96.0	101.0	-1.0	-6.0	-6.0	3.0	97.0	95.0	97.0

# Following part:
# Order of results: Bcl-2 Bim block	HRas wt GTP bind	Rab2 wt GTP	Rac1 wt GTP bind	Bcl-XL Bim block	Bim-Bcl-B	Bim-Bfl-1	Bim-Bcl-W	Cdc42 wt GTP	Rab7 wt modul	Rac1 act GTP bind
Cc1nc2cc(C(=O)NCc3cccnc3)ccc2n1-c1ccc(F)cc1F
    -1.0	97.0	100.0	98.0	-3.0	1.0	-2.0	-1.0	98.0	111.0	97.0
CC(=O)N1CCC(N2CCN(Cc3ccc(C)cc3)C(CCO)C2)CC1 (stereo not given)
    -3.0	99.0	99.0	98.0	-2.0	-2.0	-3.0	-1.0	98.0	104.0	97.0
Cc1cccc(NC(=O)CN2C(=O)N/C(=C/c3ccc(C)s3)C2=O)c1
    -10.0	?	?	?	-12.0	-15.0	-19.0	-9.0	?	?	?
CCCCCOC(=O)C1=C(C)Nc2nnnn2C1c1ccc(OC)c(OC)c1OC (stereo not given)
    0.0	100.0	101.0	101.0	0.0	-4.0	-2.0	0.0	101.0	100.0	98.0
Cn1c(COc2ccccc2)nnc1SCC(=O)c1cccc([N+](=O)[O-])c1
    -1.0	104.0	104.0	104.0	-3.0	-2.0	3.0	-4.0	103.0	101.0	100.0
Cc1ccc(-n2c([S-])c(C(=O)Nc3ccc(OC(F)F)cc3)[n+]3ccc(C(=O)NCCO)cc23)cc1C
    0.0	92.0	92.0	90.0	-3.0	-29.0	1.0	-8.0	91.0	103.0	91.0
CC(C)n1nnnc1SCC(=O)Nc1ccc2c(c1)OCO2
    -7.0	105.0	105.0	105.0	4.0	2.0	0.0	4.0	105.0	99.0	105.0
CC(=O)C(Sc1ccc2nnc(-c3cccnc3)n2n1)C(C)=O
    -2.0	95.0	95.0	95.0	-6.0	-5.0	-10.0	-3.0	94.0	105.0	93.0
C=CCNC(=O)C1CC(=O)N(c2ccc(Br)cc2)C1 (stereo not given)
    6.0	98.0	99.0	103.0	9.0	7.0	8.0	7.0	97.0	97.0	97.0
CCCc1[nH]nc2c1C(c1cccc(OC)c1)C(C#N)=C(N)O2 (stereo not given)
    -5.0	101.0	99.0	105.0	-3.0	-5.0	-11.0	-1.0	103.0	100.0	100.0
Brc1ccccc1-n1nnc(-c2ccnc3ccccc23)n1
    1.0	?	?	?	1.0	5.0	7.0	0.0	?	?	?
COc1cc(CNCCNC(=O)c2cccs2)cc(OC)c1OC
    -3.0	101.0	102.0	98.0	-1.0	-6.0	0.0	-1.0	100.0	104.0	95.0
Cc1cc(C)cc(OCc2ccc(C(=O)NC3CCOC3=O)o2)c1 (stereo not given)
    -1.0	100.0	100.0	102.0	0.0	0.0	-4.0	0.0	100.0	98.0	97.0
O=C(CSc1nc(-c2ccccc2)c(-c2ccccc2)o1)Nc1nncs1
    -4.0	102.0	99.0	106.0	-2.0	-1.0	-1.0	1.0	100.0	100.0	99.0
CC(C)(C)CC(=O)Nc1nnc(SCC(=O)Nc2ccccc2F)s1
    4.0	98.0	100.0	98.0	-4.0	-3.0	0.0	0.0	99.0	104.0	95.0
COC(=O)C(C)N(C(=O)c1ccc(Cl)cc1)c1c(C)cccc1C (stereo not given)
    -9.0	102.0	102.0	104.0	-6.0	-7.0	-13.0	0.0	102.0	101.0	101.0
Cc1nn(-c2ccccc2Cl)c2sc(C(=O)Nc3nnc(C4CC4)s3)cc12
    2.0	100.0	99.0	100.0	0.0	0.0	1.0	0.0	104.0	101.0	100.0
